Compound activity deposited in PubChem by several laboratories.
proKLK7 act – activators of human kallikrein-7 zymogen; P49862; purified proKLK7, EDANS-DABCYL substrate fluorescence; 100% is mature enzyme control, 0% vehicle; activation, % at 7 µM; actives 0.9% (n = 370,000); AID 652039;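 active = activation above the mean of all tested compounds plus 3 SD, computed per campaign excluding outliers beyond control limits, cut at about 13% in these data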
Target sequence (P49862 whole entry, looked up): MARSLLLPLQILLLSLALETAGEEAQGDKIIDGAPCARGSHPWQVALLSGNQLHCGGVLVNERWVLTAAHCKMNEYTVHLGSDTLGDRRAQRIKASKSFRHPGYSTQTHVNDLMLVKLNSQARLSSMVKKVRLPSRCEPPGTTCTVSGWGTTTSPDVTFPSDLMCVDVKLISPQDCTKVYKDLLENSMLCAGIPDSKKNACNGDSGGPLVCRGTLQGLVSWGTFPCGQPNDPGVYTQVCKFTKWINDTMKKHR
DAX1 inh-1 – inhibitors of DAX1 repression of SF-1 activated StAR promoter; inhibition, % at 6.8 µM; actives 1.1% (n = 370,000); HEK293T StAR-luciferase reporter, SF-1/DAX-1 repression relief; AID 652010;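 active = inhibition above the mean over all tested compounds plus 3 SD, cut at about 3.6% in these data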;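 note: 0% = DAX-1 cells with DMSO and 100% = cells lacking DAX-1 with DMSO; higher inhibition means more luminescence from relief of DAX-1 repression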
SMARCA2 act – activators of SMARCA2 function; MG213 cells, MMTV-luciferase reporter, dexamethasone, overnight; activation, % at 9.1 µM; actives 1% (n = 370,000); in the data active = activation above about 7.8%;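 note: 0% = vehicle wells and 100% = reference activator wells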
sPLA2-III inh – Blocks human group III sPLA2 activity. AID 743126. inhibition, % at 12.2 µM. Q9NZ20. QFRET BODIPY PC-A2 liposome hydrolysis, fluorescence. actives 0.56% (n = 370,000);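 active = inhibition above mean plus 3 SD of compounds lying within the high and low control bounds, cut at about 19% in these data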;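 note: 0% = median of test compound wells and 100% = no enzyme DMSO wells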
Target sequence (Q9NZ20 whole entry, looked up): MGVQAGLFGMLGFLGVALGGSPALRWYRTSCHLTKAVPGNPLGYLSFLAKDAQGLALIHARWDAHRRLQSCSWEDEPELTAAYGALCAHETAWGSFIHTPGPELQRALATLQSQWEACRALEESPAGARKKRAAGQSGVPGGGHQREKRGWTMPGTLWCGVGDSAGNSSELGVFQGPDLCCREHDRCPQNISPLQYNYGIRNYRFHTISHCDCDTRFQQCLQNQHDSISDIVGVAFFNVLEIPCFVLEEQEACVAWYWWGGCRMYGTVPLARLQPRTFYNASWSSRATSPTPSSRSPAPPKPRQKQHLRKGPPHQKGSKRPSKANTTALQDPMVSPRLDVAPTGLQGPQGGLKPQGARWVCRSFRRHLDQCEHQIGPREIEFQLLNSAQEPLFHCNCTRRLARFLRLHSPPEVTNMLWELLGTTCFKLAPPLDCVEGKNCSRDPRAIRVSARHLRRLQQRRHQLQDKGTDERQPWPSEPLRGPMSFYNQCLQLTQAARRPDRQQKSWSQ
GAA850 FXN act – frataxin GAA850 promoter activation | activation, % at 6 µM | HEK293 lucGAA850 FXN promoter luciferase reporter, 24 h; percent of 10 µM SAHA response | actives 0.56% (n = 360,000) | AID 540364;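 active = activation above the average of all compounds screened plus 3 SD, cutoff fixed separately per campaign, cut at about 7.5% in these data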;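 note: 0% = DMSO wells and 100% = 10 µM SAHA wells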
GC-A act – GC-A (human) enzyme activation; P16066; HEK293 GC-A cells, cGMP TR-FRET, EC30 ANP; 0% at EC30 ANP, 100% saturating ANP; activation, % at 10 µM; actives 0.14% (n = 370,000); in the data active = activation above about 40%
DAX1 inh-2 – NR0B1 (DAX1) inhibition | P51843 | HEK293 Gal4-DAX1 luciferase reporter, luminescence | inhibition, % at 6.75 µM | actives 0.99% (n = 340,000) | AID 504766;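 active = inhibition above the mean over all tested compounds plus 3 SD, cut at about 4.2% in these data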;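 note: 0% = DAX1-transfected cells with DMSO and 100% = empty-vector control cells with DMSO; inhibition shows as a rise in luminescence from relieved DAX1 repression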
Target sequence (P51843 207-470 limits assumed): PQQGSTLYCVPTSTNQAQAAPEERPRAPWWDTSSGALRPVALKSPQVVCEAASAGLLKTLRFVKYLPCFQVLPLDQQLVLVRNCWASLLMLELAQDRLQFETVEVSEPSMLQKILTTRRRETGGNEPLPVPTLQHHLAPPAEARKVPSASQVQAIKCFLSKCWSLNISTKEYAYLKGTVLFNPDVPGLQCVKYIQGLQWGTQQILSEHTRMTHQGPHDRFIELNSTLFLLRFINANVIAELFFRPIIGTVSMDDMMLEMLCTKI
ssDAF12 agonist – activates DAF-12 receptor from parasite S. stercoralis; HEK293 ssDAF-12/GRIP1 lit1-tk-luc reporter, luminescence; % of 3 µM dafachronic acid response; activation, % at 6.8 µM; actives 1% (n = 370,000);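 active = activation above the mean over all tested compounds plus 3 SD, cut at about 0.9% in these data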;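 note: 0% = DMSO-only wells and 100% = 3 µM delta7-dafachronic acid wells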
hcDAF-12 act – H. contortus DAF-12 activation, primary screen. HEK293 hcDAF-12 lit1-tk-luc reporter, luminescence; 0% DMSO, 100% Δ7-dafachronic acid. activation, % at 6.8 µM. actives 1.4% (n = 370,000);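 active = activation above the mean of all tested compounds plus 3 SD, cut at about 5.5% in these data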;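 note: 100% = response to 3 µM Δ7-dafachronic acid high control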
NPR2 activator – GC-B (human) receptor activation. actives 0.11% (n = 370,000). activation, % at 10 µM. AID 1920062. P20594. HEK293-GC-B cells, CNP EC30, cGMP TR-FRET; 0% at EC30 CNP, 100% saturating CNP;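 active = activation at 10 µM reaching about 35% in either raw or pattern-adjusted values, limit read from the data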
hgDAF-12 ag – agonists of H. glycines DAF-12 nuclear receptor. HEK293 GAL4-hgDAF12 UAS-luciferase reporter, agonist luminescence; normalized to butyrate control. activation, % at 6.8 µM. actives 1.8% (n = 370,000). AID 687014;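 active = activation above a cutoff set at the mean of all screened compounds plus 3 SD, cut at about 10% in these data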;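 note: 0% = DMSO wells and 100% = sodium butyrate wells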
The depositor's hits bear a star; x = no result given.

#	Structure	DAX1 inh-2	GC-A act	DAX1 inh-1	ssDAF12 agonist	SMARCA2 act	GAA850 FXN act	NPR2 activator	sPLA2-III inh	proKLK7 act	hcDAF-12 act	hgDAF-12 ag
1	O=C1NC[C@H](c2ccccc2)OC(=O)[C@@H](Cc2ccc(F)cc2)CC/C=C/C[C@H]1CC(=O)N(CCO)Cc1ccccc1	-2.9	-2	-1.3	-2.2	1	-4.9	-2	-45	0.4	-3.4	-6.7
2	O[C@@H]1COC(Nc2ccc(N=Nc3ccccc3)cc2)C[C@@H]1O (stereo not given in full)	x	18	0.5	-1.3	-6	x	-6	13	-0.2	-2.3	-0.9
3	Cc1ccc2c(c1C)NC(=O)C21N2CCCC2C(C(=O)c2ccc3ccccc3c2)C12C(=O)Nc1ccccc12 (stereo not given)	2.2	-9	-0.5	1.1*	-6	-0.3	-3	17	-1.1	3.1	1.5
4	CCCCn1c(N)c(N(CCC(C)C)C(=O)C2CCCO2)c(=O)[nH]c1=O (stereo not given)	1.0	2	-0.7	-0.8	3	1.8	-7	-2	0.2	-2.6	-0.1
5	CCOC(=O)/C(C#N)=C\c1ccco1	1.9	3	0.4	-1.3	-1	2.1	1	0	-0.2	0.3	2.3
6	Cc1ccc(NC(=O)CSc2nnc(Cc3cccn3C)n2-c2ccc(F)cc2)cc1	-1.2	-10	-0.2	-0.7	-2	-2.3	-9	-36	0.6	-0.1	2.3
7	O=C1C2C3C=CC(C3)C2C(=O)N1c1nccs1 (stereo not given)	1.9	-7	0.2	-1.1	-3	-1.1	5	10	-0.6	-1.0	2.9
8	CCOC(=O)C1CCCCN1Cc1cn[nH]c1-c1ccc(F)cc1F (stereo not given)	1.2	4	0.1	-1.5	-5	1.1	6	2	-0.4	-0.9	-2.2
9	COc1ccc(C(=O)OCC(=O)Nc2cccc(S(=O)(=O)NC3=NCCCCC3)c2)cc1[N+](=O)[O-]	0.1	-3	-1.0	-0.8	5	0.2	-2	-13	0.3	-0.8	0.1
10	CCOC(=O)c1sc(C)c2c(=O)n(CC(=O)c3ccc(Br)cc3)nnc12	2.1	9	0.2	0.0	1	1.8	-1	8	0.2	1.7	2.6
11	CCOC(=O)CC[C@@H]1CC[C@]2(CCCN(Cc3nccs3)C2)O1	x	3	0.8	-1.3	-4	x	2	15	-0.6	-1.5	-5.4
12	CC(=O)c1sc2c(c1OC(=O)c1ccccc1)c(=O)n(-c1ccccc1)c(=S)n2-c1ccccc1	2.2	3	0.2	-0.5	-1	0.7	-1	-2	0.1	-0.5	-2.5

#	Structure	DAX1 inh-2	GC-A act	DAX1 inh-1	ssDAF12 agonist	SMARCA2 act	GAA850 FXN act	NPR2 activator	sPLA2-III inh	proKLK7 act	hcDAF-12 act	hgDAF-12 ag
13	O=C(c1ccc2c(c1)OCO2)C1CCCN(Cc2ccc3cccc(F)c3n2)C1 (stereo not given)	-1.8	-3	0.1	-1.1	3	0.1	-3	-7	-0.5	-1.3	-0.6
14	Cc1ccc(S(=O)(=O)NCCCNS(=O)(=O)c2ccccc2)cc1	2.7	0	0.0	-1.8	-3	-0.2	-4	-3	-0.3	-1.5	-2.4
15	COc1cccc(-c2cc(C(=O)N3N=C(C)CC3(O)C(F)F)c3ccccc3n2)c1 (stereo not given)	0.9	-8	0.0	-0.9	-2	1.8	3	-9	-0.3	2.5	1.9
16	O=C(CSC1=NS(=O)(=O)c2cc(Cl)ccc2N1)NCc1ccc(F)cc1	0.9	4	-0.1	-1.1	-2	-0.6	-3	-29	0.4	1.5	0.5
17	Cc1coc2c(C)c3oc(=O)c(CCC(=O)N(C)CC(=O)O)c(C)c3cc12	0.4	6	-0.2	-0.3	-3	1.9	3	2	6.0	-1.0	0.2
18	N=c1oc2ccccc2cc1C(=O)Nc1ccc(F)cc1	2.3	6	1.0	0.0	6	2.6	1	3	-0.2	4.6	8.1
19	CN(Cc1ccccc1)C(c1cc2ccccc2o1)c1nnnn1C(C)(C)C (stereo not given)	x	1	-1.6	-2.4	-4	x	1	2	0.3	0.2	0.9
20	CCCCOC(=O)c1ccc(NC(=O)c2cnc3n(c2=O)CCS3)cc1	-1.6	5	-1.3	-1.8	-4	0.1	-5	-2	0.7	-1.4	-2.8
21	CCN(CC)c1ccc(NC(=O)CN2C(=O)CC(C)(C)S(=O)(=O)c3ccccc32)c(C)c1	1.8	-2	0.8	-0.8	-2	1.9	-6	0	-0.3	-0.5	-0.5
22	O=C(Nc1ccc(F)cc1)OCc1cn(Cc2ccc(Cl)cc2)nn1	x	-2	0.2	-0.9	-3	x	-5	-13	0.5	-1.4	-2.6
23	Cc1ccccc1C(=O)N(C)[C@H]1C[C@H]2c3[nH]c4c(-c5ccc6c(c5)OCO6)cccc4c3CCN2C(=O)[C@H]1[C@H](C)O	x	-7	0.2	-0.8	2	x	-10	-2	1.2	-0.5	1.7
24	CCOC(Cn1c(CCCO)nc2ccccc21)OCC	3.5	-7	-0.8	-1.1	-1	1.4	-3	1	-1.1	0.5	-1.4

#	Structure	DAX1 inh-2	GC-A act	DAX1 inh-1	ssDAF12 agonist	SMARCA2 act	GAA850 FXN act	NPR2 activator	sPLA2-III inh	proKLK7 act	hcDAF-12 act	hgDAF-12 ag
25	O=S(=O)(N/N=C/c1ccc2c(c1)OCCO2)c1ccccc1	-0.5	1	-0.7	-1.5	-3	1.6	4	-5	-0.1	0.0	1.8
26	COc1ccc(N2CCN(C(CNS(=O)(=O)c3ccccc3)c3ccccc3)CC2)cc1 (stereo not given)	0.2	-1	-2.6	-1.4	-1	-3.3	-1	-13	-0.1	0.5	-4.2
27	CCN(CC)CCN1CCN(c2cncc(-c3cccc(N)c3)n2)CC1	x	2	-0.1	-0.6	3	0.5	0	-5	-0.4	-0.8	1.5
28	FC(F)(F)c1cnc(NNC(=S)Nc2ccc(Cl)cc2)c(Cl)c1	-3.0	4	-2.5	-2.7	-8	-3.6	7	4	0.3	-5.5	-7.2
29	O=C(CCCc1c[nH]c2ccccc12)Nc1ncccc1O	-0.5	2	-0.1	-1.0	0	0.9	0	-19	-0.3	-0.3	0.5
30	CN(Cc1cnn(C)c1)Cc1nc(C(c2ccccc2)c2ccccc2)no1	0.3	-10	-0.3	-1.1	-1	-0.1	-9	-2	0.0	0.9	0.5
31	O=C(CCNC(=O)N1CCn2c1nc1ccccc12)NCc1ccc(F)cc1	0.2	-8	-0.1	-1.0	0	1.9	-7	-3	0.1	-0.5	2.7
32	CN(C)C(=O)c1ccccc1Sc1cc(Cl)ccc1Cl	0.2	-2	-0.7	-1.8	0	5.7	-1	4	0.0	-2.0	-1.0
33	CCc1ccc(NC(=O)C(C)OC(=O)C2CCN(c3ccc(C(F)(F)F)cn3)CC2)cc1 (stereo not given)	0.3	-2	0.4	-1.4	-1	1.3	5	-3	0.3	0.0	2.1
34	OC(CNCc1ccccc1Cl)C(F)(F)F (stereo not given)	0.3	0	-0.8	-1.6	-2	-0.1	5	-1	-0.1	-2.9	3.4
35	COc1cccc(CNS(=O)(=O)c2c(C)nc3scc(C)n3c2=O)c1	-0.1	0	-0.5	-0.5	1	-0.1	0	7	4.0	-2.1	2.2
36	O=C1CC(c2cccc(F)c2)c2c(c3ccccc3[nH]c2=O)O1 (stereo not given)	-0.4	2	-0.6	-0.8	4	0.2	3	1	0.7	0.6	-1.7

Structural class, the entries above containing an aryl thioether with sulfur outside any ring (2)
#	Structure	DAX1 inh-2	GC-A act	DAX1 inh-1	ssDAF12 agonist	SMARCA2 act	GAA850 FXN act	NPR2 activator	sPLA2-III inh	proKLK7 act	hcDAF-12 act	hgDAF-12 ag
6	Cc1ccc(NC(=O)CSc2nnc(Cc3cccn3C)n2-c2ccc(F)cc2)cc1	-1.2	-10	-0.2	-0.7	-2	-2.3	-9	-36	0.6	-0.1	2.3
32	CN(C)C(=O)c1ccccc1Sc1cc(Cl)ccc1Cl	0.2	-2	-0.7	-1.8	0	5.7	-1	4	0.0	-2.0	-1.0

Continued.
#	Structure	DAX1 inh-2	GC-A act	DAX1 inh-1	ssDAF12 agonist	SMARCA2 act	GAA850 FXN act	NPR2 activator	sPLA2-III inh	proKLK7 act	hcDAF-12 act	hgDAF-12 ag
37	CN(C(=O)COC(=O)C1CCN(S(=O)(=O)c2cccs2)CC1)c1ccccc1	-0.1	-1	-0.5	-1.1	-2	0.6	1	1	-0.1	-0.9	-0.1
38	O=C(CN1CCN(c2ccc(F)cc2)CC1)N1N=CCC1c1ccccc1 (stereo not given)	0.5	1	-0.4	-1.5	-3	2.6	-8	3	-0.5	-0.9	2.0
39	O=C(c1cc(C2CC2)nn1-c1ccccc1)N1CCN(Cc2ccc(Cl)cc2)CC1	1.1	5	-1.9	-1.2	-3	1.0	2	-8	0.2	-0.1	-2.2
40	CCn1c(C)c(C)c2cc(C(=O)NCCN3CCOCC3)ccc21	-0.7	2	1.1	-1.1	1	0.8	3	5	0.5	-0.3	-0.3
41	O=c1c([N+](=O)[O-])c(N2CCCCCC2)c2ccccc2n1-c1ccccc1	0.3	-22	0.9	-0.8	-1	-0.4	-13	1	0.4	-1.0	-1.3
42	O=S1(=O)CCN(Cc2csc(-c3cccs3)n2)CC1	1.0	1	1.3	0.4	3	0.7	1	3	0.1	2.4	5.7
43	CC(C)Cn1c(-c2ccccc2F)n[nH]c1=S	0.3	3	-0.8	-1.1	0	2.3	4	8	-3.4	-0.8	-1.4
44	CCc1nc2sc3c(c2c(=O)n1N)CC(C)(C)OC3	-0.1	5	-0.3	-1.5	-4	3.1	3	5	0.1	0.1	0.2
45	Cc1cccc(NC(=O)CCc2c(C)nc3ncnn3c2C)n1	0.3	0	0.8	-1.1	-2	1.5	4	1	-0.1	-0.6	-0.2
46	Cc1ccc(-c2nc3c4ccccc4ccn3c2Cc2ccsc2)cc1	x	-1	0.5	1.4*	1	x	-4	11	-1.3	4.2	9.1
47	CC(Oc1cc2oc(=O)c3c(c2cc1Cl)CCCC3)C(=O)NCc1ccccn1 (stereo not given)	0.5	-40	-0.2	-0.8	-1	-0.5	-11	3	-0.4	-1.9	0.5
48	CC1CCc2nc(NC(=O)c3ccc(S(=O)(=O)N4CCCc5ccccc54)cc3)sc2C1 (stereo not given)	-0.3	2	-0.5	-0.8	-2	-2.3	-3	8	-0.3	-0.7	-1.1
